# UBC13 polyUb – inhibitors of human UBC13 polyubiquitin chain formation. P61088. TR-FRET. inhibition, % at 20 µM. 0.47% of 330,000 active. AID 485273; in the data active = inhibition above about 45%, passing the limit was not always enough
# Target sequence (P61088 whole entry, looked up): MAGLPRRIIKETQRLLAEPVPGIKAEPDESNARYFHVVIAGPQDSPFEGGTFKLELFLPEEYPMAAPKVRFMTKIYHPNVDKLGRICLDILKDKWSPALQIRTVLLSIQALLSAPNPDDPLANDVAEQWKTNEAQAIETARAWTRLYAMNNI
# SENP1 FRET inh – inhibitors of human SENP1 SUMO protease catalytic domain; Q9P0U3; recombinant SENP1 catalytic domain, CyPet-SUMO1-YPet FRET cleavage; inhibition, % at 10 µM; 0.21% of 360,000 active;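 active = inhibition at least 30% at 10 µM, raw YFP signal under a set limit, fluorescence ratio 0.5 to 1.5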;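 note: 0% = enzyme with DMSO and 100% = no enzyme wells; some results filed as inactive read as strong as hits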
#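 system = hSENP1 catalytic domain, recombinant | reagent = SFCypet-SUMO1-SFYpet substrate at 25 nM | doses = one dose per compound, 10 µM, 0.5% DMSO | incubation = enzyme reaction for 50 min at room temperature, dark | measured by = FRET, CFP and YFP emission | controls = no-enzyme low, enzyme-DMSO high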
# beta cell repl – inducers of beta-cell replication in MIN6 cells; MIN6 cells proliferation, ATPlite luminescence, 48 h; cells starved in 0.2% serum; 100% = growth in 10% serum; AID 2380; 0.29% of 330,000 active; proliferation, % at 10 µM;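 active = compounds whose signal lies at least 3.5 SD above the mean of all wells on their plate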;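 note: 0% = DMSO-treated cells in low-serum medium and 100% = 10% serum control; some compounds called inactive have numbers as strong as hits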
# SENP7 inh – blocks the human protease SENP7 | Q9BQF6 | 1.5% of 330,000 active | AID 434973 | inhibition, % at 5 µM | recombinant SENP7, Z-RLRGG-aminoluciferin luminescence, 40 min;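 active = inhibition above about 50% at the single test dose, limit read from the data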;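 note: plate controls were DMSO with enzyme for no effect and no enzyme buffer wells for full effect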
# Target sequence (Q9BQF6 706-1050 limits assumed): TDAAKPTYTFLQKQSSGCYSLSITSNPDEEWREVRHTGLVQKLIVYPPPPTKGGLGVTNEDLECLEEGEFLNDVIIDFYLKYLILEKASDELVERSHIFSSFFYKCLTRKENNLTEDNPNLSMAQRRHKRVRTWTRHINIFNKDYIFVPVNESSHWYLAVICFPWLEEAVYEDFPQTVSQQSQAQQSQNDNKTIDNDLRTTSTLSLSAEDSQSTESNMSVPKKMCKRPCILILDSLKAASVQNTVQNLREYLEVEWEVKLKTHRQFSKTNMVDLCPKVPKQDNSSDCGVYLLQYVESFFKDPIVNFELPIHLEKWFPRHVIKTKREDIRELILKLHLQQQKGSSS
# SENP8 block-1 – blocks human SENP8 cleavage of Nedd8 substrate; Q96LD8; inhibition, % at 20 µM; recombinant SENP8, Nedd8 substrate fluorescence; AID 602440; 0.64% of 360,000 active; in the data active = inhibition mostly above about 40%, no sharp cut-off; inactive = mostly below about 27%
# SENP6 inh – blocks the human protease SENP6; Q9GZR1; inhibition, % at 10 µM; Recombinant SENP6 catalytic domain, aminoluciferin luminescence; AID 2599; 1.8% of 330,000 active;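 active = inhibition above about 50% at the single tested dose, limit read from the data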;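 note: plate controls were DMSO wells with enzyme for no effect and DMSO wells lacking enzyme for full effect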
# Target sequence (Q9GZR1 628-1112 limits assumed): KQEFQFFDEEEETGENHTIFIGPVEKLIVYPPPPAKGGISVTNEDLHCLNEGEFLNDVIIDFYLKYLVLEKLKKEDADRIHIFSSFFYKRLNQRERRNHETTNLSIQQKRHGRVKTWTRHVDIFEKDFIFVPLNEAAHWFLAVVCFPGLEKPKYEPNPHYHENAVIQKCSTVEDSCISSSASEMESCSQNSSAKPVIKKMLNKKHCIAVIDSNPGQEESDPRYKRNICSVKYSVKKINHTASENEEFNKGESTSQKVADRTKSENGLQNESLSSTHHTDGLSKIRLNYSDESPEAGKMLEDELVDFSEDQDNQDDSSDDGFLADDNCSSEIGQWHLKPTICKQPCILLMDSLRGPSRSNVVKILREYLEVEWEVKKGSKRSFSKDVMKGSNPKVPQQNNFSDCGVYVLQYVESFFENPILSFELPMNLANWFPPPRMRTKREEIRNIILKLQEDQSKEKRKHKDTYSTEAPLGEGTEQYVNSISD
# SENP8 block-2 – blocks the human protease SENP8; Q96LD8; purified SENP8, Z-RLRGG-aminoluciferin cleavage, luminescence; inhibition, % at 10 µM; 1.2% of 330,000 active; AID 2540; in the data active = inhibition above about 50%
# PfGluPho inh – PfG6PD (Plasmodium falciparum) enzyme inhibition | 0.78% of 350,000 active | PfGluPho enzyme, NADPH resazurin-diaphorase fluorescence | inhibition, % at 20 µM;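 active = inhibition reaching at least a set limit at 20 µM in the primary screen, cut at about 59% in these data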;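 note: 0% = DMSO wells with substrate and 100% = DMSO wells lacking glucose-6-phosphate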
# HKDC1 inhibitor – blocks human hexokinase HKDC1 activity. inhibition, % at 20 µM. AID 493160. recombinant HKDC1, G6PDH/diaphorase resazurin coupled fluorescence. Q2TB90. 0.16% of 340,000 active;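 active = inhibition above about 35% when tested at 20 µM, limit read from the data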;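 note: plate controls were DMSO wells with enzyme for no effect and DMSO wells lacking enzyme for full effect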
#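 Test system: Recombinant HKDC1 (HK5) hexokinase enzyme, produced in-house | Input: HKDC1 at 5 µg/mL | Buffer or medium: Tris pH 8.0 buffer with MgCl2, Tween-20, BSA, BME | Schedule: 90 min reaction incubation at room temperature, dark | Technique: Resazurin-to-resorufin fluorescence via G6PDH and diaphorase coupling, 525/613 nm | Controls: DMSO wells with and without enzyme mix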
# An asterisk follows results filed as active; · = not tested or not shown; & = joins results of further samples.
SMILES | UBC13 polyUb | SENP1 FRET inh | beta cell repl | SENP7 inh | SENP8 block-1 | SENP6 inh | SENP8 block-2 | PfGluPho inh | HKDC1 inhibitor
O=C(CCc1ccccc1)Nc1nnc(-c2ccccn2)o1 | 2 | -1 | -1 | -1 | -244 | -11 | -6 | -5 | -7
CCOCCc1nnc(NC(=O)CS(=O)(=O)Cc2ccccc2)s1 | -13 | 1 | -5 | -3 | 8 | 7 | -14 | 9 | -3
O=C(CSc1ncnc2c1nnn2Cc1ccccc1F)N1CCN(c2ccccc2)CC1 | · | 6 | · | · | 6 | · | · | -16 | -2
C[C@H](NC(=O)c1ccccc1)C(=O)N1CCN(Cc2ccc3c(c2)OCO3)CC1 | 8 | 0 | -3 | 9 | 7 | 8 | 7 | 11 | -4
CCN1CCN(Cc2ccc(NC(=O)c3ccc(C)c(NC(=O)c4cccc5[nH]ccc45)c3)cc2C(F)(F)F)CC1 | 16 | -2&-24 | -6 | 4 | -396 | -33 | -21 | 21&9 | 4
COc1ccc(Cc2nnc(SCC(=O)NCc3ccco3)o2)cc1 | -3 | 0 | -4 | 6 | 2 | 6 | 5 | -6 | -4
CC(C)Cn1cc(C(=O)N2CCOCC2)c2c3ccccc3n(C)c2c1=O | 15 | 0 | -1 | 5 | -288 | -2 | 0 | 5 | 3
O=Cc1ccccc1OCCOc1ccccc1C=O | -4 | 1 | -4 | -2 | -1 | -21 | 3 | 14 | -1
CCOC(=O)/C=C1\CC(C(=O)OCC)Oc2c(OC)cccc21 (stereo not drawn) | · | -1 | · | 3 | -284 | · | · | 59 | 11
CCN(CC)c1nc(-c2cccc(OC)c2O)nc2ccccc12 | -17 | 2 | 0 | -9 | 8 | 3 | -8 | 26 | -3
C=CCN1C=CC(=O)[C@@H](O)[C@H]1c1ccccc1Br | · | 1 | · | · | -11 | · | · | 1 | -8
CC1C(=O)Nc2ccc(S(=O)(=O)N3CCCCCC3)cc21 (stereo not drawn) | -2 | -3 | -1 | 0 | -123 | 0 | -4 | -3 | -7
CCc1noc(C)c1C(=O)Nc1ccc(F)c(F)c1F | 3 | 0 | -2 | -7 | 12 | -20 | -1 | 3 | -2
COC(=O)c1nnn(CC(=O)NC(=O)Nc2ccccc2)c1C(=O)OC | 6 | -1 | 0 | 4 | 20 | -13 | -7 | -6 | 6
O=C(CCN1C(=O)c2cccc3cccc(c23)C1=O)N1CCOCC1 | -3 | 2 | -3 | 4 | -309 | 15 | 0 | -5 | -1
CCOC(=O)N1CCC(NC(=O)c2ccc3nc(N4CCOCC4)sc3c2)CC1 | · | 3 | · | · | 24 | · | · | -3 | 0
CCS(=O)(=O)c1nc(S(=O)(=O)c2ccc(C)cc2)c(N2CCC(C)CC2)s1 | -6 | -1 | 0 | -29 | 16 | -2 | -9 | -10 | -1
O=C(CN1CCN(c2ccc([N+](=O)[O-])cc2)CC1)Nc1ccccn1 | -18 | -1 | 0 | -8 | 31 | -20 | -10 | 1 | 1
CCOC(=O)NC(=O)/C(C#N)=C\c1ccccc1 | 5 | 2 | 0 | -4 | 24 | -9 | 0 | -13 | 13
CCC(=O)c1ccc(OC)c(OC)c1OCc1ccccc1 | · | 3 | · | · | 5 | · | · | -7 | -6
CC(=O)c1ccc(-n2nnnc2SCC(=O)N2CCN(C(=O)c3ccco3)CC2)cc1 | 3 | -1 | 0 | 0 | 9 | 6 | 6 | -17 | -7
O=C(O)CSc1nnc(-c2ccc3c(c2)OCO3)n1-c1ccccc1 | -1 | 2 | -2 | 8 | 11 | -8 | 0 | -11 | -6
CCOC(=O)Cn1c(=NC(=O)C(C)(C)C)sc2cc([N+](=O)[O-])ccc21 | 2 | 3 | 3 | -9 | 17 | -11 | -8 | 2 | -1
CN1CCN(S(=O)(=O)c2cc([N+](=O)[O-])ccc2Cl)CC1 | -4 | 1 | 1 | -4 | 5 | -15 | -8 | 3 | -10
Cc1ccc(OCC(=O)N2CCN(C(=O)c3cccs3)CC2)cc1 | -4 | -1 | 2 | -2 | 19 | -28 | -7 | -1 | 1
Cn1c(SCc2cccc(Br)c2)nnc1-c1ccncc1 | -1 | 0 | -3 | -4 | 10 | 4 | -10 | -7 | -2
CCOc1cc(C(=S)N2CCOCC2)ccc1OS(=O)(=O)c1ccccc1[N+](=O)[O-] | -7 | 2 | -2 | 3 | 29 | 4 | 4 | -3 | -4
C[C@]12c3[nH]c4ccccc4c3CCN1C(=O)C(CC(=O)NCc1ccco1)C[C@@H]2C(=O)N1CCOCC1 (stereo partly drawn) | 6 | 2 | -1 | 0 | 13 | 8 | 6 | 10 | -3
COc1ccc(-c2cc(C(=O)O)c3c(C)nn(-c4ccccn4)c3n2)cc1 | 16 | · | 2 | 6 | · | 4 | -4 | 8 | -8
COc1ccc(-c2cc3ccccc3n2CC(O)CNCCO)cc1 (stereo not drawn) | 16 | 7 | -5 | -2 | -54 | -16 | -9 | -8 | -4

# Continuation.
canonical_smiles	UBC13 polyUb	SENP1 FRET inh	beta cell repl	SENP7 inh	SENP8 block-1	SENP6 inh	SENP8 block-2	PfGluPho inh	HKDC1 inhibitor
CCCC(=O)N1CCN(S(=O)(=O)c2cc(Cl)ccc2OC)CC1	11	1	-2	-3	26	-6	1	-14	5
O=C1C(F)=CC(COC(c2ccccc2)(c2ccccc2)c2ccccc2)OC1n1cc(F)c(=O)[nH]c1=O (stereo not drawn)	·	-2	·	·	7	·	·	59*	40*
COCc1[nH]nc2c1C(C1C=CCCC1)C(C#N)=C(N)O2 (stereo not drawn)	6	0	2	-9	7	-5	5	5	-4
CN(CCCNC(=O)c1nn(C)c2c1CS(=O)(=O)c1ccccc1-2)Cc1ccccc1	7	1	2	2	6	7	9	0	-7
COc1cc(Cl)c(S(=O)(=O)n2cnc(C)c2)cc1Cl	3	1	-1	0	8	0	8	11	-8
CCC(=O)NC(=S)Nc1ccc2oc(-c3ccc(OC)cc3)nc2c1	-2	-1	-3	-13	-11	-3	-9	-4	-10
Cn1c(SCC(=O)Nc2ccc3c(c2)OCCO3)nnc1-c1ccco1	-1	0	-7	-4	23	-23	-8	7	5
CC1CCCCC1NC(=O)CSc1nncs1 (stereo not drawn)	1	3	-4	-10	23	-14	-6	-2	-3
CCOC(=O)c1oc2ccc(Br)cc2c1CSc1nnc(C)s1	7	2	3	0	13	-4	-5	-23	2
Cc1cccc(NC(=O)CSc2nc(C)c(Cc3ccccc3)c(=O)[nH]2)c1	0	3	-3	2	6	1	8	-9	5
CCCc1cc(C(=O)N2CCCC(N3CCN(c4ccc(F)cc4)CC3)C2)no1 (stereo not drawn)	2	1	0	-2	6	-11	-11	3	1
CCOc1ccc(Oc2c(/C=N/NC(=O)C3CC3)c(C)nn2-c2ccccc2)cc1	-6	0	-1	-8	14	-10	-15	20	-11
C=CCn1c(SCC(=O)OCC)nc2cc(C(=O)NCc3ccco3)ccc2c1=O	-4	1	2	8	3	1	7	3	13
FC(F)(F)c1cccc(NC(=S)NCCN2CCOCC2)c1	7	1	-1	8	31	-11	-1	-4	-12
CC1CCCC(C)N1C(=O)COC(=O)Cc1c[nH]c2ccccc12 (stereo not drawn)	-9	0	1	-10	1	-3	-5	6	0

# Arranged by heavy-atom count (ascending): some entries from above.
canonical_smiles	UBC13 polyUb	SENP1 FRET inh	beta cell repl	SENP7 inh	SENP8 block-1	SENP6 inh	SENP8 block-2	PfGluPho inh	HKDC1 inhibitor
C=CCN1C=CC(=O)[C@@H](O)[C@H]1c1ccccc1Br	·	1	·	·	-11	·	·	1	-8
CCc1noc(C)c1C(=O)Nc1ccc(F)c(F)c1F	3	0	-2	-7	12	-20	-1	3	-2
COCc1[nH]nc2c1C(C1C=CCCC1)C(C#N)=C(N)O2 (stereo not drawn)	6	0	2	-9	7	-5	5	5	-4
O=C(CCc1ccccc1)Nc1nnc(-c2ccccn2)o1	2	-1	-1	-1	-244	-11	-6	-5	-7
CCOCCc1nnc(NC(=O)CS(=O)(=O)Cc2ccccc2)s1	-13	1	-5	-3	8	7	-14	9	-3
COc1ccc(-c2cc3ccccc3n2CC(O)CNCCO)cc1 (stereo not drawn)	16	7	-5	-2	-54	-16	-9	-8	-4
COc1ccc(-c2cc(C(=O)O)c3c(C)nn(-c4ccccn4)c3n2)cc1	16	·	2	6	·	4	-4	8	-8
CCOc1cc(C(=S)N2CCOCC2)ccc1OS(=O)(=O)c1ccccc1[N+](=O)[O-]	-7	2	-2	3	29	4	4	-3	-4
CC(=O)c1ccc(-n2nnnc2SCC(=O)N2CCN(C(=O)c3ccco3)CC2)cc1	3	-1	0	0	9	6	6	-17	-7
O=C(CSc1ncnc2c1nnn2Cc1ccccc1F)N1CCN(c2ccccc2)CC1	·	6	·	·	6	·	·	-16	-2

# Next section
canonical_smiles	UBC13 polyUb	SENP1 FRET inh	beta cell repl	SENP7 inh	SENP8 block-1	SENP6 inh	SENP8 block-2	PfGluPho inh	HKDC1 inhibitor
CN1N=C2c3ccccc3CCCC2C1c1ccc(F)cc1 (stereo not drawn)	6	1	0	15	-234	-6	-1	-2	14
CC1CN(C2CCN(C(=O)c3ccccc3)CC2)CC(C)O1 (stereo not drawn)	5	-1	-2	-4	15	-4	5	-10	-3
O=C(NNC(=O)C1CCCO1)c1ccccc1Cl (stereo not drawn)	1	0	1	-3	25	-6	0	-8	-4
Cc1c(C(=O)O)nnn1-c1ccccc1	-2	1	-1	3	22	3	2	-7	-1
CC(C)C(=O)N1N=C2CCCCC2C1(O)C(F)(F)F (stereo not drawn)	5	0	1	6	4	1	-1	-19	-7
COC(=O)c1cnn(-c2nc(OC)cc(OC)n2)c1C	-11	0	0	-2	8	-17	-13	5	-6
Cc1noc(C)c1COc1cccc(C(=O)Nc2ccc3c(c2)OCO3)c1	-3	1	-1	11	7	19	9	22	-9
O=C(O)Cc1ccc2ccc3ccccc3c2c1	-4	-2	-2	-9	15	-18	-8	-9	2
Nc1c(N(CCO)C(=O)/C=C/c2ccco2)c(=O)[nH]c(=O)n1Cc1ccccc1	-4	-25	-4	1	-10	-10	-3	2	-3
COc1cc(/C=C/c2cc(OC(C)=O)c3ccccc3n2)c(OC(C)=O)c([N+](=O)[O-])c1	-59	3	-5	20	12	-4	9	-5	21
O=c1cc(CN2CCN(C/C=C/c3ccccc3)CC2)c2cc(O)c(-c3ccccc3)cc2o1	8	3	0	-2	-271	-10	-8	8	-3

# Assay outcomes (PubChem)

# Outcome played no part in choosing rows, and some 4% of all compounds hit somewhere here.
